Assay outcomes from PubChem BioAssay.
HTR2A ag = mouse Htr2a agonists via beta-arrestin recruitment, primary screen, cell-based, luminescence. CHO-K1 mHTR2A beta-arrestin complementation; percent of 30 µM serotonin response. 360,000 compounds, 0.66% hits. 5-hydroxytryptamine receptor 2A (Mus musculus), P35363. activation, % at 7.6 µM;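 active means activation above a run cutoff, the mean activation of all tested compounds plus 3 SD, cut at about 14% in these data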;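 further: 0% = plate median of compound wells and 100% = 30 µM serotonin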
TLR9-MyD88 inh = inhibitors of TLR9-MyD88 association in cells, primary screen, cell-based, CHO, BLA complementation, fluorescence; Toll-like receptor 9 (Homo sapiens) + Myeloid differentiation primary response protein …; CCF4 FRET ratio; inhibition, % at 4.98 µM; 340,000 compounds, 0.21% hits; AID 504734, 2011;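 active means inhibition above the mean over all tested compounds plus 3 SD, cut at about 21% in these data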;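 further: 0% = DMSO only wells and 100% = clavulanate BLA inhibitor control wells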
Target sequence (Q99836 whole entry, looked up): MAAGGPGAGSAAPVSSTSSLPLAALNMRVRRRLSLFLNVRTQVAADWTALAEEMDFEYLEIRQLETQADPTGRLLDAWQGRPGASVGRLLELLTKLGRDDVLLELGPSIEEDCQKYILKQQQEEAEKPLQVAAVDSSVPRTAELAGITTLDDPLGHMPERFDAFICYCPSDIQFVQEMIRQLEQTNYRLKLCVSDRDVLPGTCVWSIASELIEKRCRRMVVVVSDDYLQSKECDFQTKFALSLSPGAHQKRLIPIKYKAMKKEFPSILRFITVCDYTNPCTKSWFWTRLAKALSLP
Target sequence (Q9NR96 whole entry, looked up): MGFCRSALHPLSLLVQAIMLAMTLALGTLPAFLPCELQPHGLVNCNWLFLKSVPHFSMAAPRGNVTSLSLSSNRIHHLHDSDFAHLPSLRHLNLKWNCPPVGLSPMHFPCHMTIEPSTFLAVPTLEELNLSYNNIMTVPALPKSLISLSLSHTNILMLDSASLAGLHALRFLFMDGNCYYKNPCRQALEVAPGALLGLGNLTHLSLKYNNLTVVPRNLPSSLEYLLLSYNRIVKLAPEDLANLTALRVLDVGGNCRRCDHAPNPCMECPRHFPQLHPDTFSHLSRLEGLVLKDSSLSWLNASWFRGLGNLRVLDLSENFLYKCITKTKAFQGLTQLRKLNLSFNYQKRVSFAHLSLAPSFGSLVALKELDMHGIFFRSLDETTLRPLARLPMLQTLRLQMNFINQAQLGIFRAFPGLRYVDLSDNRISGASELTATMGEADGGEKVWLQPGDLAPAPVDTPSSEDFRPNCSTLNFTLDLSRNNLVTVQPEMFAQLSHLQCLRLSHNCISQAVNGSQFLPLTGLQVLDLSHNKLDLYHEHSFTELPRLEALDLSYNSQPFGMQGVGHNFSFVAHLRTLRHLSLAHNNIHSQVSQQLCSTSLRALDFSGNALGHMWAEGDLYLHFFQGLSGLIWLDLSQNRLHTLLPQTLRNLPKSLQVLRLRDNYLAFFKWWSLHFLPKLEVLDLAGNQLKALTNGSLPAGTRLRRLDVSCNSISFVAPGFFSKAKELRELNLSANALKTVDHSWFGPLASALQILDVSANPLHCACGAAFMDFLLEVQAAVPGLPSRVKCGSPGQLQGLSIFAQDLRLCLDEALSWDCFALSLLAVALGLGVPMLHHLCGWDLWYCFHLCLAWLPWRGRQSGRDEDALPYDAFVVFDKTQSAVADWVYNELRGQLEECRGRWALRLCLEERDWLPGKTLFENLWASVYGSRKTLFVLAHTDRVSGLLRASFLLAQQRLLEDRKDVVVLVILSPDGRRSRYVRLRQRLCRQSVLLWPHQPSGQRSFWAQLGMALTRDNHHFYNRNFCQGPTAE
H9c2 protect = cardioprotection against H2O2-induced cell death, primary screen, uHTS, H9c2 cells, ATPLite luminescence; H9c2 cardiomyocytes, H2O2 injury protection, 2 h; 360,000 compounds, 0.63% hits; AID 588492, 2011; protection from H2O2 cell death, % at 20 µM;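 active means compounds giving at least 50% protection of heart cells from peroxide-induced death in the single-dose screen, raw or plate-pattern-corrected value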;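 further: 0% = DMSO wells with peroxide and 100% = DMSO wells without peroxide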
SRC2 inh = inhibition of GAL4-SRC2 driven luciferase reporter, primary screen, SRC2 inhibitor project, cell-based, luminescence; Nuclear receptor coactivator 2 (Homo sapiens), Q15596; AID 651957, 2012; 370,000 compounds, 0.17% hits; inhibition, % at 9 µM; HEK293 GAL4-SRC2 luciferase reporter;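 active means inhibition above the mean inhibition of all tested compounds plus 3 SD, set per campaign, cut at about 52% in these data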;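 further: 0% = DMSO treated cells and 100% = cells given Gossypol at 36 µM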
Glyco luc inh = increase of ERlucT glycosylation luciferase signal, primary screen, N-linked glycosylation inhibitor project, D54 ERlucT cells, luminescence, set 2. D54 ERlucT glycosylation luciferase reporter, 24 h; percent of 100 nM tunicamycin response. reporter increase, % at 12.5 µM. 360,000 compounds, 0.23% hits. AID 588692, 2011;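 active means mean luciferase reporter signal, scaled so untreated is 0 and the glycosylation-blocking control 100, at or above a set limit in every replicate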;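 further: luciferase carries N-glycosylation sites so blocking glycosylation raises the light; 0% = median of neutral control wells and 100% = median of 100 nM tunicamycin wells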
MC4R antagonist = MC4R antagonists of cAMP signaling, primary screen, cell-based, TR-FRET, antagonist arm of biased-ligand search; Melanocortin receptor 4 (Homo sapiens), P32245; MC4R-expressing cells, MTII-stimulated cAMP, LANCE TR-FRET; inhibition, % at 6.5 µM; 360,000 compounds, 0.48% hits;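 active means inhibition above its plate's cutoff, the mean of tested wells on that plate plus 3 SD, cut at about 29% in these data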;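 further: 0% = Melanotan II alone and 100% = Melanotan II plus saturating MCL0020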
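System: U2OS-MC4R stable cell line; Technique: Eu-cAMP/anti-cAMP TR-FRET, emission 671 nm; Repeats: single well per compound; Also added: Melanotan II; Dosing: one concentration, 6.5 µM nominal; Schedule: 30-min compound, 1-h challenge, 1-h detection, room temperature.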
ABHD5-PLIN5 inh = ABHD5-PLIN5 interaction inhibitors, primary screen, cell lysate, split luciferase complementation, luminescence | inhibition, % at 4 µM | Split G. princeps luciferase complementation, 4 h | AID 602281, 2012 | Perilipin-5 (Homo sapiens) + 1-acylglycerol-3-phosphate O-acyltransferase ABHD5 (Homo … | 360,000 compounds, 0.78% hits;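 active means inhibition above the mean inhibition across every tested compound plus 3 SD, cut at about 22% in these data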;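 further: 0% = DMSO only wells and the 100% control is not disclosed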
NOD2 RIPK2 PPI = NOD2-RIPK2 binding disruptors in cells, primary screen, fluorescence, CHO cells, BLA complementation. Receptor-interacting serine/threonine-protein kinase 2 (Homo sapiens), O43353. CCF4 ratio. inhibition, % at 4.98 µM. 360,000 compounds, 0.38% hits; in the data active means inhibition above about 21%;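 further: 0% = vehicle only and 100% = reference blocker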
MC4R barr agon = MC4R agonists recruiting beta-arrestin, primary screen, cell-based, luminescence, agonist arm of biased-ligand search; Melanocortin receptor 4 (Homo sapiens), P32245; U2OS MC4R beta-arrestin complementation; percent of melanotan II response, DMSO zero; activation, % at 8.9 µM; 360,000 compounds, 0.98% hits;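 active means activation above a per-plate cutoff, the mean activation of sample wells on that plate plus 3 SD, cut at about 8% in these data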
ABCB6 inh MLPCN = ABCB6 transporter inhibitors, primary screen, K562-ABCB6 cells, flow cytometry, MLPCN library | 360,000 compounds, 0.19% hits | ATP-binding cassette sub-family B member 6 (Homo sapiens), Q9NP58 | AID 602162, 2011 | K562-ABCB6 porphyrin accumulation, 1 h; stronger effect = lower value | fluorescence ratio to DMSO, % at 10 µM;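 active means fluorescence ratio to DMSO below 75%, the collection mean minus 3 SD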;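 further: signal is porphyrin accumulated inside mitochondria; 100% equals median channel fluorescence of DMSO control wells; lower ratio means ABCB6 inhibition with less porphyrin fluorescence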
* marks the source's active call; other numbers are inactive results; · = not tested or not shown. A portion of the library; the hit share may differ from the screen's.

SMILES	HTR2A ag	TLR9-MyD88 inh	H9c2 protect	SRC2 inh	Glyco luc inh	MC4R antagonist	ABHD5-PLIN5 inh	NOD2 RIPK2 PPI	MC4R barr agon	ABCB6 inh MLPCN
CCOc1ccccc1N(C(=O)Nc1ccc(Cl)cc1)C1=NC(C)CS1 (stereo not given)	1	-16	4	-14	1	1	8	-5	3.0	110
Cc1ccccc1-c1cccc([C@@H]2C[C@H]3[C@H](CON3C)CN2Cc2cc(Cl)cc(Cl)c2)c1	-3	4	-16	11	-4	7	-3	4	0.1	91
CCOc1ccc(NC(=O)NC2CCCCCCC2)cc1	-4	3	-5	-34	-2	4	-1	1	-3.1	97
O=C(CCl)N1c2ccccc2Oc2ccc3ccccc3c21	-7	-2	-15	-21	-17	-14	-6	6	-0.8	148
CCOc1ccc(NC(=O)CCNS(=O)(=O)c2cccs2)cc1	5	-5	13	-4	-4	14	2	-13	-0.6	94
CCc1ccc(N=C2NC(=O)/C(=C/c3cc(OC)c(O)c(OC)c3)S2)cc1	-4	-1	39	0	7	2	-2	2	14*	103
COc1cccc(-c2cc3nc(NCc4cccnc4)n(C)c(=O)c3s2)c1	6	·	8	-48	-3	4	6	-18	0.0	91
O=C1NC(c2ccccc2)=C(c2nc3ccccc3s2)C(c2ccccc2)N1 (stereo not given)	1	0	8	7	-3	-2	6	7	-1.9	98
C=C(C)CSc1nnc2[nH]c(=O)cc(N)n12	2	-8	12	-1	1	4	-1	-10	-2.1	99
COc1ccccc1-c1cc(=O)c2c(O)ccc([N+](=O)[O-])c2o1	-6	5	-5	-38	2	3	-3	-10	-1.0	102

No new results follow: three of the compounds above.
SMILES	HTR2A ag	TLR9-MyD88 inh	H9c2 protect	SRC2 inh	Glyco luc inh	MC4R antagonist	ABHD5-PLIN5 inh	NOD2 RIPK2 PPI	MC4R barr agon	ABCB6 inh MLPCN
O=C1NC(c2ccccc2)=C(c2nc3ccccc3s2)C(c2ccccc2)N1 (stereo not given)	1	0	8	7	-3	-2	6	7	-1.9	98
C=C(C)CSc1nnc2[nH]c(=O)cc(N)n12	2	-8	12	-1	1	4	-1	-10	-2.1	99
COc1ccccc1-c1cc(=O)c2c(O)ccc([N+](=O)[O-])c2o1	-6	5	-5	-38	2	3	-3	-10	-1.0	102

Further compounds follow.
SMILES	HTR2A ag	TLR9-MyD88 inh	H9c2 protect	SRC2 inh	Glyco luc inh	MC4R antagonist	ABHD5-PLIN5 inh	NOD2 RIPK2 PPI	MC4R barr agon	ABCB6 inh MLPCN
CSc1ccc(S(=O)(=O)NC2CCCCC2)cc1	-5	-3	-4	14	-1	3	-1	-4	-1.6	101
Cc1cc(C)c(C)c(S(=O)(=O)N2CCN(C(=O)C3CCC3)CC2)c1C	-3	-7	-3	-4	-4	3	-3	-7	2.5	95
COc1ccc(N2CC(C(=O)NCc3ccccc3)CC2=O)cc1 (stereo not given)	-3	8	-2	-4	0	5	5	-9	0.0	101
CCOCc1nnc(NC(=O)COc2ccc3c(c2)OCO3)s1	-2	-3	-4	12	0	3	-5	-10	-1.0	96
CCCc1cc(NCc2ccccn2)n2nc(C)c(-c3ccccc3)c2n1	-7	·	17	11	-1	-1	-4	-8	-0.4	102
O=C(Nc1cccc(F)c1)c1cccnc1N1CCOCC1	0	-2	-4	7	-1	15	-5	-2	0.8	97
Cc1ccc(-c2[nH]ncc2CN2CCN(C(=O)c3cccs3)CC2)cc1C	6	3	3	15	1	-1	0	8	-0.4	92
COc1ccc(CCNC(=O)COC(=O)c2ncc(Cl)c(Cl)c2Cl)cc1OC	-2	-15	-4	-58	2	15	-11	-6	-3.4	97
O=C(C1=C[C@@H](c2coc3ccccc3c2=O)C[C@@H](OCc2ccc(CO)cc2)O1)N1CCCCCCC1	-4	1	16	·	0	-4	0	-7	1.8	94
COCc1cc(C)nc(SCC(=O)Nc2cccc(C)c2C)c1C#N	-3	-4	-5	-6	-3	8	0	-8	-1.6	99
CC1CC(C)CN(C(=O)CSCC(=O)Nc2nc(-c3cccs3)cs2)C1 (stereo not given)	-2	5	-20	6	1	1	-16	-9	0.9	98
O=[N+]([O-])c1ccc(N/N=C2/CCCCC2c2ccccn2)cc1 (stereo not given)	-3	6	1	-13	3	-2	-2	2	-3.6	101
Cc1ccc(-n2c(COc3c(C)cccc3C)nnc2SCC(=O)Nc2nccs2)cc1	0	7	-3	28	2	3	2	3	-0.3	98
Cc1c(C(c2ccccc2)c2c(C)n(C)n(-c3ccccc3)c2=O)c(=O)n(-c2ccccc2)n1C	-3	2	-5	14	1	6	-3	1	-0.7	97
CC1(c2ccccc2)CC(C)(C)N2C(=O)C3(C(C#N)=C(N)Oc4cc(O)ccc43)c3cccc1c32 (stereo not given)	34*	-1	-18	-28	-4	16	-12	-3	6.1	94
Cc1nc2ccccc2n1S(=O)(=O)N(C)C	-4	-4	-3	-16	-1	5	0	6	-5.0	94
Nc1nonc1C(=O)NC(c1ccccc1)c1ccccc1	1	6	-5	7	-3	20	5	-6	2.6	99
CNC(=S)N/N=C/c1cn(Cc2ccc(F)cc2)c2ccccc12	-3	10	-10	-36	-7	-24	-6	4	1.5	93
COc1ccc(CC(=O)NCC(=O)N/N=C/c2ccco2)cc1	5	10	3	18	-2	3	-2	-6	0.0	101
CCOC(=O)C1CCCCN1Cc1cccc(C(F)(F)F)c1 (stereo not given)	-4	1	4	4	2	11	1	-5	-0.3	98
CCc1ccc(NC(=O)c2[nH]c(C)c(C(C)=O)c2C)cc1	-7	2	-6	-64	-3	-1	0	1	-2.2	102
Cn1c(NC(=O)CCC2CCCCC2)cc(=O)n(C)c1=O	-4	8	8	-43	-9	11	1	-12	4.8	94
Cc1ccc(CC(=O)Nc2nnc(-c3ccc(F)cc3)o2)c(C)c1	1	0	25	·	1	1	-2	-6	-1.1	74*
CSCC(=O)N1CCC(n2nccc2NC(=O)c2ccc3c(c2)OCO3)CC1	4	-14	0	-25	0	-3	4	1	-3.6	99
CN(c1ccccc1)S(=O)(=O)c1cccc(C(=O)NCC(=O)Nc2ccc(F)c(F)c2F)c1	-8	1	0	13	1	9	-2	-15	-3.0	96
CCOC(=O)Nc1ccc(S(=O)(=O)N2CCC(C)CC2)cc1	1	4	-1	-20	1	5	-7	-8	-1.4	105
CC1CCN(C(=O)c2ccccc2NS(=O)(=O)c2ccccc2)CC1	-2	3	12	12	0	-7	-4	-9	-2.3	95
CSc1ccc(/C=N/NC(=O)CN2CCN(Cc3ccc(Cl)cc3)CC2)cc1	-2	-2	-2	-11	-2	7	5	-2	1.9	100
CC(C)(C)N1C(=O)c2ccccc2NC(=O)C1C(=O)NCCc1ccccc1F (stereo not given)	3	·	·	16	·	·	7	-5	·	·
O=CN1CCN(C(=O)c2ccccc2F)CC1	-2	6	6	13	2	2	-3	-19	-0.4	100
O=C(CCCc1ccccc1)Nc1ccnn1C1CCN(Cc2ccccc2F)CC1	-2	-10	5	5	2	-3	0	4	-1.9	99
Cc1cccc(NC(=O)CSc2nnc(-c3ccco3)c(-c3ccco3)n2)c1C	0	6	18	·	3	-5	10	-10	-1.1	102
O=C(CCSc1nnc(-c2ccncc2)o1)Nc1cccc2ccccc12	-3	-3	-10	0	-2	-5	-4	-3	0.4	94
N/C(=N\OC(=O)COc1ccc2ccccc2c1)c1cccnc1	-1	-1	-9	-1	-2	11	7	6	-1.6	103
COCCCNC(=S)N1CCCN(c2nc3c(C)c(C)ccc3cc2C#N)CC1	-1	8	0	-11	-1	10	-4	-14	-3.0	99
O=C(Nc1ccccc1Cl)NC1(C(=O)NCc2cccnc2)CCCCC1	6	-6	-6	3	1	2	0	-13	-1.0	107
COc1cccc(NC(=O)c2cnc[nH]2)c1	4	5	-2	-39	1	-2	10	-3	0.1	98
CCc1ccccc1OCC(=O)Nc1nnc(C2CC2)s1	9	2	-3	-2	1	6	-2	4	-0.2	119
Cc1csc(=O)n1CC(=O)OC(C)C(=O)Nc1ccc(N(C)C)cc1 (stereo not given)	-14	4	8	17	-1	6	-2	1	-0.8	100
Cc1cc(N2CCN(c3ccccc3)CC2)nc(-c2ccccc2O)n1	-1	1	-7	-26	0	-7	-6	1	-0.7	90
Cc1ccccc1C(=O)c1c[nH]c(C(=O)N2CCN(c3ccccc3F)CC2)c1	-5	3	-6	16	-3	5	4	-2	-0.5	101
CC1(C)CC2CC(C)(CN2C(=O)COC(=O)c2ccc(Cl)c(N)c2)C1 (stereo not given)	5	-8	0	13	1	9	6	-1	-2.8	103
CCOc1ccc(NC(=S)N(CCOC)C2CCN(C(C)C)CC2)cc1	-8	0	0	-12	0	12	-10	-9	-1.4	106
CSc1nsc(/C=C/Nc2ccc(C(=O)O)cc2)c1C#N	2	3	0	-42	-1	18	-4	0	2.8	105
Cc1nn(-c2ccccc2)c2[nH]c(=O)c(CNc3ccc4c(c3)OCCO4)cc12	-3	-12	26	14	-9	7	-2	0	1.4	108

By substructure: the entries above with a cyano group
SMILES	HTR2A ag	TLR9-MyD88 inh	H9c2 protect	SRC2 inh	Glyco luc inh	MC4R antagonist	ABHD5-PLIN5 inh	NOD2 RIPK2 PPI	MC4R barr agon	ABCB6 inh MLPCN
COCc1cc(C)nc(SCC(=O)Nc2cccc(C)c2C)c1C#N	-3	-4	-5	-6	-3	8	0	-8	-1.6	99
CC1(c2ccccc2)CC(C)(C)N2C(=O)C3(C(C#N)=C(N)Oc4cc(O)ccc43)c3cccc1c32 (stereo not given)	34*	-1	-18	-28	-4	16	-12	-3	6.1	94
COCCCNC(=S)N1CCCN(c2nc3c(C)c(C)ccc3cc2C#N)CC1	-1	8	0	-11	-1	10	-4	-14	-3.0	99
CSc1nsc(/C=C/Nc2ccc(C(=O)O)cc2)c1C#N	2	3	0	-42	-1	18	-4	0	2.8	105
